Compound activity (PubChem BioAssay)
NCOA3 inh – SRC3 coactivator transcriptional activity inhibitors, primary screen, cell-based, luminescence; 360,000 tested, 0.17% active; HEK293 GAL4-SRC3 luciferase reporter; inhibition, % at 3.6 µM; Nuclear receptor coactivator 3 (Homo sapiens), Q9Y6Q9;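 active = inhibition above a per-campaign cutoff, the mean of all compounds plus 3 SD, cut at about 60% in these data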;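 note: 0% = DMSO-treated cells and 100% = gossypol-treated cells at 36 µM; higher means less SRC3-driven luciferase light from the GAL4 reporter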
TLR9-MyD88 inh – inhibitors of TLR9-MyD88 association in cells, primary screen, cell-based, CHO, BLA complementation, fluorescence; CCF4 FRET ratio; AID 504734, 2011; Toll-like receptor 9 (Homo sapiens) + Myeloid differentiation primary response protein …; inhibition, % at 4.98 µM; 340,000 tested, 0.21% active;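 active = inhibition above the mean over all tested compounds plus 3 SD, cut at about 21% in these data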;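 note: 0% = DMSO only wells and 100% = clavulanate BLA inhibitor control wells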
LRH-1 inv ag – LRH-1 (NR5A2) inverse agonists, primary screen, cell-based, luminescence, HEK293T, StAR-luciferase reporter | LRH-1 transfected, 24 h | 360,000 tested, 0.13% active | inhibition, % at 3.6 µM | AID 602396, 2012 | Nuclear receptor subfamily 5 group A member 2 (Homo sapiens), O00482;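 active = inhibition above the mean inhibition of all tested compounds plus 3 SD, cut at about 73% in these data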;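 note: 0% = DMSO wells and 100% = reporter-only cells lacking LRH-1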
Target sequence (O00482 whole entry, looked up): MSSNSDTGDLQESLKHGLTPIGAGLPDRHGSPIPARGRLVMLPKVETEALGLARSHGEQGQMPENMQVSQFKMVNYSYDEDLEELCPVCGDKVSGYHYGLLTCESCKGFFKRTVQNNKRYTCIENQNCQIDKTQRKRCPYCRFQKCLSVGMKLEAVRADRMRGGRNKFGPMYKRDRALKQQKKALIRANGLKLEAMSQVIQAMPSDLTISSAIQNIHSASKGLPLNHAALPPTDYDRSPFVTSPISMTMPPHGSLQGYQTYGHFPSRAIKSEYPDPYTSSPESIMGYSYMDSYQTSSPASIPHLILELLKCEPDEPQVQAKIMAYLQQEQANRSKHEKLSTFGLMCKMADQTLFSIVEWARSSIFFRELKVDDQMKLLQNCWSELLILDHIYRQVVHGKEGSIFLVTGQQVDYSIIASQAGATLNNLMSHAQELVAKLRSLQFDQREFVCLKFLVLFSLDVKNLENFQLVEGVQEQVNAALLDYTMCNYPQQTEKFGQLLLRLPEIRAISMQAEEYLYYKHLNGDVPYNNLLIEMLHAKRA
C8 TRAIL sens – viability loss with TRAIL in NB7+C8 cells, primary screen, TRAIL sensitizer project, cell-based, ATPlite luminescence; inhibition (viability loss, TRAIL sensitization), % at 10 µM; 360,000 tested, 1% active; AID 624354, 2012;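 active = compounds causing at least 50% loss of cell viability in the single-dose screen, relative to plate controls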
LMP1 NFkB inh – EBV LMP1-driven NF-kappaB luciferase reporter inhibitors, primary screen, cell-based, luminescence, single point; inhibition, % at 12.5 µM; LMP1-induced NF-kappaB luciferase reporter cells; 350,000 tested, 0.69% active; in the data active = inhibition above about 41%;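 note: 0% = neutral control wells and 100% = reference inhibitor control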
TROY signal inh – inhibitors of TROY-driven NF-kB signaling, primary screen, Q293 LMP1-TROYcd cells, NF-kB luciferase, uHTS; inhibition, % at 10 µM; 360,000 tested, 0.98% active; AID 1347056, 2019; Q293 LMP1-TROYcd NF-kB luciferase reporter, 4 h;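 active = compounds whose plate-normalised and pattern-corrected inhibition of the luciferase reporter signal at the single screening dose is 50% or more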
NCOA2 inhibitor – inhibition of GAL4-SRC2 driven luciferase reporter, primary screen, SRC2 inhibitor project, cell-based, luminescence. Nuclear receptor coactivator 2 (Homo sapiens), Q15596. HEK293 GAL4-SRC2 luciferase reporter. inhibition, % at 9 µM. 370,000 tested, 0.17% active. AID 651957, 2012;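 active = inhibition above the mean inhibition of all tested compounds plus 3 SD, set per campaign, cut at about 52% in these data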;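 note: 0% = DMSO treated cells and 100% = cells given Gossypol at 36 µM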
NOD2 RIPK2 PPI – NOD2-RIPK2 binding disruptors in cells, primary screen, fluorescence, CHO cells, BLA complementation; inhibition, % at 4.98 µM; AID 624267, 2012; CCF4 ratio; 360,000 tested, 0.38% active; Receptor-interacting serine/threonine-protein kinase 2 (Homo sapiens), O43353; in the data active = inhibition above about 21%;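 note: 0% = vehicle only and 100% = reference blocker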
NCOA1 inh – SRC1 coactivator transcriptional activity inhibitors, primary screen, cell-based, luminescence | inhibition, % at 3.6 µM | Nuclear receptor coactivator 1 (Homo sapiens), Q15788 | HEK293 GAL4-SRC1 luciferase reporter | 360,000 tested, 0.12% active;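 active = inhibition above the campaign mean plus 3 SD, with each screening campaign given its own cutoff, cut at about 60% in these data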;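 note: 0% = DMSO treated cells and 100% = gossypol at 36 µM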
NR2F2 inh – NR2F2 transcriptional activity inhibitors, primary screen, cell-based, luciferase reporter, HEK293T, luminescence | COUP transcription factor 2 (Homo sapiens), P24468 | HEK293T NGFI-A luciferase reporter | inhibition, % at 8.6 µM | 370,000 tested, 0.7% active;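 active = inhibition above a per-plate cutoff, mean inhibition of test wells between control levels plus 3 SD, cut at about 38% in these data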;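 note: cells cotransfected with COUP-TFII expression vector driving the NGFI-A reporter; 0% = median of COUP-TF2 test wells and 100% = reporter-only cells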
Target sequence (P24468 whole entry, looked up): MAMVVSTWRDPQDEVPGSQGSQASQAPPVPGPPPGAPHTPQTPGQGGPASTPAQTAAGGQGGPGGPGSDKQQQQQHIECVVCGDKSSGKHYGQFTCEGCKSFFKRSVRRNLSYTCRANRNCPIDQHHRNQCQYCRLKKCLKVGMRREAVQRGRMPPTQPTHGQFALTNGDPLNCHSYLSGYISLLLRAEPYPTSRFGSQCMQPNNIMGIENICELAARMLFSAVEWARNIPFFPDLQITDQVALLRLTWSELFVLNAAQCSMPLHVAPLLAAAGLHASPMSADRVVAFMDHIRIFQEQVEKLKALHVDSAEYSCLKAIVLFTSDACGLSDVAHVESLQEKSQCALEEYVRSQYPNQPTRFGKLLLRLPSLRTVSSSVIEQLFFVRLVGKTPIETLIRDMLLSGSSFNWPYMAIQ
Vif imaging – HIV Vif self-association inhibitors, primary screen, imaging, HEK293T, single point; HEK293T cells, Vif self-association by quenched fluorescence, 24 h; inhibition, % at 7.49 µM; 340,000 tested, 0.35% active; AID 602346, 2012; in the data active = inhibition above about 50%, passing the limit was not always enough; note: some results filed as inactive read as strong as hits
Numbers without * were called inactive; x = no result given. Only part of the results is shown; the hit share may differ from the screen's.

structure	NR2F2 inh	NCOA3 inh	TROY signal inh	NOD2 RIPK2 PPI	LMP1 NFkB inh	TLR9-MyD88 inh	LRH-1 inv ag	NCOA1 inh	C8 TRAIL sens	NCOA2 inhibitor	Vif imaging
O=C(Nc1nnc(-c2ccccc2)o1)C1CCCN1S(=O)(=O)c1cccs1 (stereo not drawn)	4.5	-15.6	3.6	-3.7	1.5	-11.1	5.1	8.6	-1.2	-11.6	5.6
Cc1ccc(S(=O)(=O)NC(=O)C2(C)CCN2C(=O)C2(c3ccc(Cl)cc3)CC2)cc1 (stereo not drawn)	7.8	29.7	-6.0	-6.2	x	x	-12.8	8.4	5.7	3.5	-12.3
Cc1cnc(C(=O)OCC(=O)NC(=O)NC(C)C)cn1	2.3	9.9	21.5	0.7	3.8	-9.8	4.3	-9.3	-11.8	-0.1	0.4
Cc1ccc(NC(=O)C2CCN(S(=O)(=O)c3ccc4c(c3)NC(=O)C(C)S4)CC2)cc1C (stereo not drawn)	22.2	20.8	20.6	-2.9	10.2	-9.3	-11.2	6.4	3.9	26.0	-0.6
Cc1cccn2c(=O)c3cc(C(=O)NCCN4CCOCC4)c(=N)n(CCc4ccccc4)c3nc12	7.7	4.0	-14.4	-0.7	6.8	-10.0	12.5	-9.2	24.7	-9.0	1.2
CC(=O)c1ccc(Nc2nc(=O)c3cccnc3s2)cc1	-18.3	-60.2	-56.9	-9.0	-12.5	8.3	-72.3	-87.9	-0.7	-33.9	0.0
CCSc1nnc(NC(=O)[C@H](C)NC(=O)c2ccccc2Cl)s1	-7.9	-12.2	4.3	0.6	3.5	-7.7	-4.0	-1.2	8.1	-7.2	1.1
CSc1nc2ccc3nc(NC(=O)c4ccc(C)cc4)sc3c2s1	-7.6	-16.5	-10.1	-6.9	-15.9	-1.9	-20.0	-1.2	19.1	-49.6	1.1
CC(C)CC(NC(=O)C1CCC(C)CC1)C(=O)NCCN1CCOCC1 (stereo not drawn)	12.0	7.0	-18.0	-2.6	-6.0	-9.3	0.0	-19.0	-0.7	6.6	-4.2
O=[N+]([O-])c1ccc(NNC(=S)Nc2ccccc2)cc1	x	-10.9	-0.5	-5.3	-16.1	1.2	8.2	-28.5	11.4	x	-43.3
N#CC(C#N)c1ccnc2ccccc12	39.9*	50.4	43.0	-9.3	42.5*	-0.2	29.5	56.9	3.6	49.9	-19.3
CCOC(=O)c1cnc2ccc(Br)cc2c1NCCO	-2.0	15.6	7.4	-5.0	5.6	-0.7	27.1	11.2	-3.5	-2.5	-2.3
Cc1ccccc1-c1nnc(SCC(=O)Nc2ccc3c(c2)OCCO3)n1N	-17.9	-21.4	-1.7	-9.1	2.7	5.8	5.5	-12.1	-2.1	-23.9	-2.1
O=C(Nc1nccs1)c1ccc(-c2ccccc2Cl)o1	-58.8	-68.0	-13.2	-10.0	-22.5	-8.9	-131.7	-69.0	40.4	-39.5	-8.1
CCCCC(CC)CNC(=O)Cn1c(=O)[nH]c2ccsc2c1=O (stereo not drawn)	0.5	4.6	-9.9	5.8	-4.0	7.6	-11.2	-6.0	-4.3	-1.8	-10.3
COc1ccc(/C=C(/CC(=O)Nc2ccc(C)cc2)c2nc3ccccc3s2)cc1	10.7	-4.7	-16.4	5.9	0.4	1.8	3.7	5.2	2.7	0.2	-1.6

Entries of single compounds as entered above. Order of values: NR2F2 inh | NCOA3 inh | TROY signal inh | NOD2 RIPK2 PPI | LMP1 NFkB inh | TLR9-MyD88 inh | LRH-1 inv ag | NCOA1 inh | C8 TRAIL sens | NCOA2 inhibitor | Vif imaging
Record of `COc1ccc(/C=C(/CC(=O)Nc2ccc(C)cc2)c2nc3ccccc3s2)cc1` → 10.7 | -4.7 | -16.4 | 5.9 | 0.4 | 1.8 | 3.7 | 5.2 | 2.7 | 0.2 | -1.6
Record of `CC(C)CC(NC(=O)C1CCC(C)CC1)C(=O)NCCN1CCOCC1` (stereo not drawn) → 12.0 | 7.0 | -18.0 | -2.6 | -6.0 | -9.3 | 0.0 | -19.0 | -0.7 | 6.6 | -4.2

Next section.
structure	NR2F2 inh	NCOA3 inh	TROY signal inh	NOD2 RIPK2 PPI	LMP1 NFkB inh	TLR9-MyD88 inh	LRH-1 inv ag	NCOA1 inh	C8 TRAIL sens	NCOA2 inhibitor	Vif imaging
COCCNC(=O)C(=O)NNS(=O)(=O)c1ccc2ccccc2c1	14.5	-3.2	-14.0	-13.5	-1.6	-7.0	-6.5	-1.2	-4.9	-10.9	8.1
O=C(CSc1nc2ccccc2c(=O)n1NC(=O)Cc1ccccc1)NCc1ccco1	7.5	11.2	11.8	-8.4	4.1	6.3	-29.0	-4.8	-10.5	7.1	-2.3
C=CCN=C1N[C@@H](c2ccccc2)C(C(=O)OC)=C(C)N1CCOC	9.1	-0.4	-13.5	-5.5	-2.0	5.0	-2.0	-7.6	3.4	-6.6	-3.2
O=c1[nH]c2ccc(NC(=S)Nc3ccccc3)cc2[nH]1	-14.8	-15.4	-15.0	-15.9	0.7	-7.9	-0.5	-5.0	0.2	-26.6	-7.2
CSCC[C@H](NC(=O)c1cccc(S(=O)(=O)N2CCCCC2)c1)c1nc2ccccc2[nH]1	-8.3	10.5	-6.4	-9.4	-1.5	-9.1	6.1	-1.1	-13.9	15.2	2.1
COc1ccccc1N1CCN(C(=O)Cn2cnc3c2c(=O)n(C)c(=O)n3C)CC1	16.4	12.4	4.1	-11.6	9.5	-7.5	12.7	1.3	17.6	11.3	-2.0
COc1ccc(C2=Nn3c(nnc3-c3ccccc3OC)SC2)cc1OC1CCOC1 (stereo not drawn)	-108.3	4.6	38.1	0.2	24.0	-6.7	54.8	-4.2	7.5	9.8	8.0
CC(=O)NC(Cc1ccccc1C)C(=O)NC1CCN(C(=O)c2cccc(C)c2)CC1 (stereo not drawn)	-5.5	-4.2	5.5	-2.6	0.4	-1.2	-11.9	-9.2	-3.3	5.3	-2.9
COc1ccc(CC(=O)N2N=C(C)CC2(O)c2cccnc2)cc1 (stereo not drawn)	-2.9	-7.0	19.7	-15.0	1.3	-14.1	-8.1	-12.3	-12.3	-19.5	-1.5
Cc1cc(C)cc(C(=O)NCC(=O)OCC(=O)N2CCN(S(=O)(=O)c3ccc4ccccc4c3)CC2)c1	6.3	-13.8	9.2	-5.3	6.5	15.3	-16.2	11.4	-17.0	10.8	13.8
Cc1cc(CNC(=O)Cn2nc(C)c([N+](=O)[O-])c2C)c2ccccc2n1	17.9	21.7	35.5	8.4	0.5	0.6	5.3	-2.6	19.1	-11.2	-4.4
CCN1C(=O)c2ccccc2Sc2ccc(C(=O)NCCCN(CC(C)C)CC(C)C)cc21	8.4	16.1	-24.5	-6.9	-9.1	-10.0	-1.1	-10.5	1.3	-34.5	1.8
CC[n+]1c(/C=C2/C=C(C)CC(C)C2)sc2ccccc21 (stereo not drawn)	10.4	18.8	19.3	-4.2	-6.1	11.2	9.3	-15.1	4.7	-2.4	17.4
CC(C)(C)OC(=O)CNC(=O)c1[nH]cnc1C(=O)Nc1ccc(CNC(=O)OC(C)(C)C)cc1	10.7	30.4	33.5	-6.7	4.2	-2.4	15.5	17.1	39.7	13.0	-3.6
CCCc1cc(C(=O)Nc2sc3c(c2C(=O)OCC)CCCC3)no1	-0.1	-8.6	-11.0	-1.0	0.3	2.9	10.7	0.8	-7.1	-28.3	-6.9
CCOc1ccccc1N1CCN(S(=O)(=O)CC)CC1	-2.8	10.6	x	0.3	1.1	1.5	7.5	-14.0	6.0	3.2	8.6
CCOC(=O)Cn1nc(-c2ccc(Cl)cc2)ccc1=O	1.4	-12.7	-11.4	-5.9	-5.2	0.7	-12.4	4.5	5.6	-18.1	-2.6
O=C(CCN1C(=O)c2ccc([N+](=O)[O-])cc2C1=O)Nc1cccc(O)c1	-4.5	-6.1	-12.9	-5.9	-0.4	0.9	-7.1	-10.7	-6.1	-4.2	-6.5
O=C(O)C1CCCCC1C(=O)OCCCCOC(=O)C1CCCCC1C(=O)O (stereo not drawn)	-3.2	10.4	-5.9	-7.5	-0.2	-3.6	21.0	3.3	-0.4	-19.0	-4.4
COc1cccc(NC(=O)COC(=O)c2c3c(nc4ccccc24)CCC(C)C3)c1 (stereo not drawn)	-8.7	21.1	35.6	-12.2	22.0	-3.0	-3.3	13.0	23.4	-22.8	10.1
O=C(Cn1nnc(-c2ccccc2)n1)N/N=C/c1ccco1	-0.5	10.3	5.2	1.9	4.5	12.4	-8.7	-15.4	7.2	10.6	5.2
COCCN(C(=O)Cn1c(C(F)(F)F)nc2ccccc21)c1c(N)n(Cc2ccccc2)c(=O)[nH]c1=O	16.1	5.8	1.9	5.7	-1.4	9.3	-1.1	6.3	18.1	15.0	x
COc1ccc(Cn2ccnc2SCC(=O)Nc2ccccc2)cc1	-8.1	-0.6	1.3	-4.0	-6.9	-4.8	4.5	-0.3	-16.6	-33.6	-11.7
O=C1CN(C(=O)c2ccc3nc(Cc4cccc(Cl)c4)oc3c2)CCN1	13.8	9.6	11.3	-8.0	0.6	-3.4	4.7	-0.5	-16.6	-12.3	-4.9
COc1cc(C(C(=O)NC2CCCCC2)N(C(=O)Cc2c[nH]c3ccccc23)c2ccc(C)cc2)cc(OC)c1OC (stereo not drawn)	15.6	2.9	10.7	2.2	10.3	0.7	11.4	-19.9	-4.5	-14.9	-2.1
COc1ccc(C(C)C)cc1S(=O)(=O)N1CC(C)OC(C)C1 (stereo not drawn)	-12.1	0.4	5.2	2.3	0.5	-0.1	-2.2	9.3	2.3	16.1	-4.7
Cc1ccc(NC(=O)Cn2ncn3c(cc4ccccc43)c2=O)cc1F	-12.6	8.0	-14.4	8.9	6.3	5.8	11.8	-11.4	-6.9	5.9	11.9
CC(C)Cc1ccc(CN2CCC(n3nccc3NC(=O)C3CCCC3)CC2)cc1	4.1	0.8	-4.0	-2.4	1.3	-10.2	7.5	3.3	26.1	1.5	0.8
CC1(C(=O)NS(=O)(=O)c2ccc(C#N)cc2)CCN1C(=O)CC1CCCCC1 (stereo not drawn)	4.0	3.8	-0.1	-2.2	x	x	-4.8	-1.4	-4.2	-3.9	-6.7
Cc1ccc2oc(=O)ccc2c1	1.7	11.3	-23.3	-8.5	-8.7	-2.5	-11.3	-1.2	0.1	-7.7	13.9
Cc1ccc(OCC(=O)NNC(=O)C(C)Sc2ncnc3sc(C)c(C)c23)cc1 (stereo not drawn)	7.2	-14.6	-19.8	1.7	10.4	-1.2	7.5	-2.7	-4.8	-32.1	-6.3
